TSHR antagonist: Antagonists of the Thyroid Stimulating Hormone Receptor: HTS campaign. TSHR-expressing cells, TSH-stimulated cAMP HTRF, 2 h; active compounds read low. activity change, negative = inhibition, % at 11.5 µM. 0.2% of 330,000 active;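 active means activity change below a set negative limit, meaning inhibition stronger than a set level, cut at about -70% in these data; inconclusive means activity change between two set negative limits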; further: on the % scale 0 is the no-effect control and ±100 the full control effect
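TSHR-expressing cells were treated with compounds, then stimulated with TSH at EC80 (4nM final) for 2 hours at 37 deg C. Cellular cAMP was measured by HTRF competition between lysate cAMP and cAMP-d2 for a cryptate-labelled anti-cAMP antibody.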
MLL CXXC-DNA inh: qHTS Fluorescence Polarization Assay for Inhibitors of MLL CXXC domain - DNA interaction. MLL-CXXC / FITC-HOXA9 DNA fluorescence polarization. Potency, µM (highest dose often 115 µM), for the others: top-dose activity change, negative = inhibition, usual class: inhibitors. 0.037% of 290,000 active. AID 2662, 2010; active means well fitted inhibition curve with a large enough effect in the polarisation, with a control signal flat, not every such curve was filed as active; inconclusive means small, poorly fitted or top-dose-only effect, or effect the other way, or a change in a side signal; inactive means no such curve, though single readings can be large or run the other way; the % refers to the polarisation; further: potency means the concentration at half of the fitted maximal effect
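Fluorescence polarization: 7 uM MLL-CXXC (stock) preincubated 5 min with compounds, then 50 nM fluorescein-HOX-A9 DNA (stock) added; 30 min ambient. Buffer 50 mM Tris-HCl pH 7.5, 50 mM NaCl, 1 mM DTT, 0.05% BSA.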
AT treatment: qHTS Assay for Identifying a Potential Treatment of Ataxia-Telangiectasia | Potency, µM (highest dose often 57.5 µM), inactives show top-dose activation, hits mostly activators | […] A-T fibroblasts, KAP-1 phosphorylation AlphaLISA; neocarzinostatin DNA damage 30 min before lysis | 0.19% of 320,000 active; further: potency means the concentration at half of the fitted maximal effect; % of control where 0% means no effect; nearly all actives have a fitted effect of over 45% in size
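hTERT-immortalized A-T patient fibroblasts ([…]), 500 cells/well in OPTI-MEM, 1% FBS, got compounds for 60 min, then NCS for 30 min at 37C. Lysates were then assayed for phospho-KAP-1 by AlphaLISA (anti-pKAP1 donor, anti-KAP1 acceptor beads), 6 hr at 25C.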
BCR signal inh: qHTS Assay to Find Inhibitors of Chronic Active B-Cell Receptor Signaling. ABC-DLBCL IkBa-CBG/CBR reporter, luminescence ratio, 4 h. Potency, µM (series often up to 46.1 µM), without a hit: at the top dose ratio change, negative = lower green/red ratio, hits mostly inhibitors. 0.05% of 340,000 active; active means well fitted inhibition curve with a large enough effect in the signal ratio, with a control signal flat, not every such curve was filed as active; inconclusive means small, poorly fitted or top-dose-only effect, or effect the other way, or a change in a side signal; the % refers to the signal ratio;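 further: potency means the concentration at half of the fitted maximal effect; plate controls were basal doxycycline-induced cells for no effect and cells given 10 µM MG132 for full effect; MG132 reads +100%, hits lower the ratio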
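Doxycycline induced both beetle luciferases in TMD8 lymphoma cells; IKK-driven degradation limits the IkappaBalpha-fused green signal, while red luminescence normalises for cell number and nonspecific effects. Compounds tested up to 46 uM, 4 hrs.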
KCNH2 WT inh: qHTS for Inhibitors of KCHN2 3.1: Wildtype qHTS | Voltage-gated inwardly rectifying potassium channel KCNH2 (Homo sapiens), Q12809 | activity change, % at 1.84 µM | U2OS, BacMam KCNH2, thallium flux FluxOr; active compounds read low | 0.37% of 340,000 active;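 active means maximum activity change below -70%; inconclusive means maximum activity change between -70% and -50%; inactive means maximum activity change above -50%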; further: on the % scale 0 is the no-effect control and ±100 the full control effect
Target sequence (Q12809 whole entry, looked up): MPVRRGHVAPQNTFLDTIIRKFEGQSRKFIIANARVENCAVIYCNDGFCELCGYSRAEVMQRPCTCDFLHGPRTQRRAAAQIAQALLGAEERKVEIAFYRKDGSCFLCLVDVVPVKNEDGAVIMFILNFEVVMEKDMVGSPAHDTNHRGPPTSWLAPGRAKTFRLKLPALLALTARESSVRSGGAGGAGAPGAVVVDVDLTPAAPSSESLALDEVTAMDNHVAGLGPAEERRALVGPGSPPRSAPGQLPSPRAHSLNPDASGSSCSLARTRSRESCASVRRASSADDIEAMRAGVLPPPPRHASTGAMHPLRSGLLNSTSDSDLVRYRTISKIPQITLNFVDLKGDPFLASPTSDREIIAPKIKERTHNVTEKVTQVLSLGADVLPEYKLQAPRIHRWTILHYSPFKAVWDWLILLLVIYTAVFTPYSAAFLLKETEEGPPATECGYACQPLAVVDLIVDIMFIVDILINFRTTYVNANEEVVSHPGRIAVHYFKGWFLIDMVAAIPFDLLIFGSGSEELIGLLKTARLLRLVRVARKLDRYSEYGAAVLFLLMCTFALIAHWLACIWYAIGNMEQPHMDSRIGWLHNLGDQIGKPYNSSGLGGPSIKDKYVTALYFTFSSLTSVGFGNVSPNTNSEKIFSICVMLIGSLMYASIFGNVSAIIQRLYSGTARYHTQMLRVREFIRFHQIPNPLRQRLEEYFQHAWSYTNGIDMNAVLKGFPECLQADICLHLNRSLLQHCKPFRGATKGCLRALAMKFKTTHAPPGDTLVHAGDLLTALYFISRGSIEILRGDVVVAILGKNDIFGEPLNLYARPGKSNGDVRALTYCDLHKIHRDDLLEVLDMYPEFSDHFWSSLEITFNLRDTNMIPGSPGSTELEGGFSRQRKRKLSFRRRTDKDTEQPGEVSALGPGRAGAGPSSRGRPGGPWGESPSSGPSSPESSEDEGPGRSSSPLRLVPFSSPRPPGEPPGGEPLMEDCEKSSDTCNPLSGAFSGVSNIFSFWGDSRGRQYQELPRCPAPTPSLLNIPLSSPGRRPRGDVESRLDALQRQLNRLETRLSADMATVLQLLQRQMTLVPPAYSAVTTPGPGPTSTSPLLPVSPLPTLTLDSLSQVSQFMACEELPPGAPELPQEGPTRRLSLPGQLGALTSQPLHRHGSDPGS
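U2OS cells were transduced with wild-type KCNH2 virus (2.03 x 10^8 / mL) for 4 h at room temperature, then cultured overnight at 37 C. Thallium flux was read with FluxOr dye. Rate constants were normalized to DMSO controls.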
TCR activator: Activators of T cell receptors: qHTS campaign; primary human leukocytes, anti-CD3, IL-2 HTRF, 48 h; AID 504894, 2011; Potency, µM (series often up to 9.22 µM), for the others: at the highest dose activation of IL-2 secretion, actives largely listed as activators; 330,000 tested, under 10 active; further: % of control where 0% means no effect
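Human primary leukocytes + a-CD3 beads + cpd, 48 hr; IL-2 in supernatant by HTRF (ex 320nm / em 665nm). No co-stimulatory signal supplied.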
Giardia killer: Small Molecules that selectively kill Giardia lamblia: qHTS | Giardia lamblia trophozoite viability | activity change, % at 7.66 µM, hits read low | 0.15% of 340,000 active | AID 540267, 2011; in the data active means activity change below about -80%; inconclusive means between about -30% and that limit;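 further: parasites exposed to compound for two days anaerobically before the ATP read; on the % scale 0 is the no-effect control and ±100 the full control effect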
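Giardia lamblia trophozoites (100 cells/well) were incubated with compounds for 48 h at 37 deg C under anaerobic conditions. Viability was read as ATP content by one-step luminescence after 15-30 min at room temperature.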
Coupling enz: qHTS Assay for Inhibitors of Fructose-1,6-bisphosphate Aldolase from Giardia Lamblia: Coupling assay counterscreen. coupling enzyme system counterscreen, AmpLite Red fluorescence. activity change, negative = inhibition, % at 58.2 µM, hits read low. 0.67% of 290,000 active; in the data active means activity change below about -30%; further: on the % scale 0 is the no-effect control and ±100 the full control effect
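Fluorescence at 525 nm excitation and 598 nm emission measured inhibition of the coupled detection system without aldolase. Compounds (at 57.5 uM final) were preincubated 10 min at room temperature with coupling enzyme reagent before a 20 min substrate/AmpLite Red step.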
Tb PFK inh: qHTS Assay to Find Inhibitors of T. brucei phosphofructokinase; T. brucei PFK, ADP-Glo luminescence; Potency, µM (top dose mostly 57.5 µM), for the others: at the highest dose activity, negative = inhibition, usual class: inhibitors; 0.17% of 330,000 active;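 further: potency means the concentration at half of the fitted maximal effect; 0% = uninhibited 1x PFK enzyme wells and -100% = no-enzyme wells; nearly all actives have a fitted effect of over 60% in size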
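ADP-Glo luminescence quantified ADP after 45 min at room temperature, with 1.25 nM T. brucei PFK, 0.1 mM ATP and 0.5 mM fructose-6-phosphate in pH 8.0 TEA buffer. qHTS titrations up to 57 µM; curves classified by quality.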
GALK inhibitor: qHTS Assay for Inhibitors of Human Galactokinase (GALK); Purified GALK, Kinase-Glo residual ATP luminescence; Potency, µM (highest dose often 57.5 µM), inactives show top-dose activity change, negative = inhibition, most hits filed as inhibitors; 0.007% of 270,000 active; AID 1868, 2009; further: potency means the concentration at half of the fitted maximal effect; on the % scale 0 is the no-effect control and ±100 the full control effect
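ATP-depletion format; final 35 uM ATP, 100 uM D-galactose, 5 nM enzyme; pH 8.0 HEPES/Mg2+ buffer; 60 min RT; luminescence read 10 min after detection reagent.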
An asterisk follows results filed as active; ? = inconclusive; . = no result given; & = joins results of further samples; [ ] = another dose, or the depositor's remark. Unless noted, the call rests on the fitted dose curve; in most records, active means well fitted curve in the direction sought with a large enough effect; inconclusive means small, poorly fitted or top-dose-only effect, or another doubt; inactive means no such curve, though single readings can be large; an effect the other way counts as inactive or inconclusive.

mol	Giardia killer	BCR signal inh	AT treatment	GALK inhibitor	MLL CXXC-DNA inh	TSHR antagonist	Coupling enz	Tb PFK inh	KCNH2 WT inh	TCR activator
N#C/C(=C\c1ccc(-c2ccccc2[N+](=O)[O-])o1)C(N)=O	-20	-7%	-9%	1%	-6%	-2	-20	3%	7	3%
COc1ccc(C(=O)CNc2ccc3ccccc3c2)cc1	0	?	-2%	-3%	11%	8	-10	1%	-5	-1%
COc1ccc(C2/C=C\CN(C(=O)Oc3ccc(C(F)(F)F)cc3)CC(=O)N2Cc2ccc(F)cc2)cc1 (stereo not drawn)	14&43	-1%	-13%	0%	1%	1	-2&0	3%	-4	1%
Cc1ccc(C(=O)NNC(=O)C(NC(=O)c2cccc(C)c2)C(C)C)cc1 (stereo not drawn)	3	-4%	10%	.	.	-8	.	-9%	-23	.
Cc1ccn2c(=O)c(C(=O)NCCC3=CCCCC3)c(O)nc2c1	-4	-2%	-8%	-9%	61%[activator]	12	.	0%	-8	-1%
COc1cc(C(=O)NCC(C)C)cc(OC)c1OC	7	-1%	.	3%	4%	4	0	4%	6	-30%
O=C(c1c[nH]c(C(=O)N2CCN(Cc3ccccc3)CC2)c1)C1CCCCC1	11	-4%	1%	4%	-10%	-2	3	3%	-3	7%
O=C(CCc1nc2ccccc2[nH]c1=O)N/N=C/c1ccccc1	-15	5%	-4%	13%	4%	-2	0	-2%	-4	4%
CC(C(=O)OCC(=O)c1ccc(Br)cc1)N1C(=O)C2C3C=CC(C3)C2C1=O (stereo not drawn)	8	-4%	7%	7%	5%	-6	1	1%	2	3%
CCc1nnc(NS(=O)(=O)c2ccc(NC(=O)c3ccc(S(=O)(=O)N(CC)CC)cc3)cc2)s1	-2	2%	9%	.	9%	-5	1	1%	-3	-1%
COc1ccc(OCC(O)CNC(=O)Nc2ccc(F)cc2)cc1 (stereo not drawn)	-19	0%	-4%	-1%	3%	3	0	2%	2	0%
O=C(NCc1ccccc1)C1(c2ccccc2)CCN(S(=O)(=O)c2ccccc2)CC1	6	-2%	-2%	1%	9%	7	-1	-6%	9	0%
Cc1ccccc1OC(C)C(=O)NCc1cccnc1 (stereo not drawn)	-1	-3%	6%	4%	-3%	11	1	-16%	-4	6%
C=CCNC(=O)CC(=O)N/N=C/c1ccccc1F	11	16%	30%	0%	5%	38	1	0%	6	.
COc1ccccc1C(CNC(=O)c1ccc(NS(=O)(=O)c2ccc3c(c2)OCCO3)cc1)N(C)C (stereo not drawn)	-11	-2%	-20%	.	.	6	.	0%	2	-1%
CC(C)N(Cc1ccccc1)C(=S)NCc1ccccc1	-1	0%	26%	3%	5%	-1	0	-2%	-3	-2%
CCN(CC)S(=O)(=O)c1cccc(NC(=O)Nc2cccc(C(F)(F)F)c2)c1	15	?	8%	1%	-5%	-74*	-3	-2%	5	1%
COc1ccc(NC(=O)CN(C)C(=O)c2ccc(N3CCOCC3)c([N+](=O)[O-])c2)cc1	-4	0%	-5%	.	.	-4	.	15%	-3	-3%
Cc1cccc(NC(=O)CSc2nnc(CCCCCNC(=O)OC(C)(C)C)o2)c1C	15	-8%	-2%	-1%	-1%	-4	-3	-5%	-10	1%
C=CCNC(=O)C1CC(=O)N(c2ccc(OCC(=O)Nc3c(C)cccc3C)cc2)C1 (stereo not drawn)	9	?	3%	5%	5%	8	0	0%	-10	-19%
NC(=O)CC(NC(=O)c1ccccc1)c1ccc(N2CCC(Cc3ccccc3)CC2)c([N+](=O)[O-])c1 (stereo not drawn)	11	?	16%	.	0%	-33	-1	-1%	3	-4%
O=C(CSc1nnnn1-c1cccc(Cl)c1)Nc1ccc2c(c1)CCC2	.	10%	-5%	1%	-4%	1	5	5%	.	-3%[46.1 µM]
CCC(C)c1ccc(N(C(=O)c2ccco2)C(C(=O)NC2CCCC2)c2cccnc2)cc1 (stereo not drawn)	8	9%	-4%	-2%	1%	12	0	5%	1	1%
CC(OC(=O)CCN1C(=O)C2CC=CCC2C1=O)C(=O)Nc1cccc(C#N)c1 (stereo not drawn)	4	4%	-1%	.	.	1	.	0%	1	9%
CCOC(=O)CCc1c(C)c2ccc3c(c2oc1=O)CN(CCCO)CO3	10	?	?	-3%	-8%	-25	-2	5%	1	-21%
O=C(Nc1ccnn1C1CCN(C2CCCC2)CC1)c1ccccc1Cl	-8	0%	-11%	4%	16%	3	.	1%	25	1%
Cc1ccccc1C(=O)OC(C)C(=O)NCc1ccc2c(c1)OCO2 (stereo not drawn)	9	0%	-2%	.	.	-8	.	-3%	-5	3%
O=C(N/C(=C\c1ccc(Br)cc1)C(=O)N1CCOCC1)c1ccccc1Cl	-15	2%	8%	6%	4%	7	-1	-2%	-2	-1%
COc1cccc2c1OC1(C)CC2NC(=O)N1 (stereo not drawn)	-22	-1%	.	0%	-1%	7	-3	-1%	8	-4%
C=CCSc1nnc(-c2ccc([N+](=O)[O-])cc2)o1	1	5%	4%	9%	?	3	2	-3%	-3	-47%
CCn1c(SCC(=O)N2CCCC(C)C2)nnc1-c1ccc(S(=O)(=O)N2CCN(C)CC2)cc1 (stereo not drawn)	2	2%	.	2%	-8%	23	2	-4%	-13	2%
CC(C)(CO)CNC(=O)CCc1nnc(Cc2ccc(-c3ccccc3)cc2)o1	-12	0%	1%	4%	2%	3	1	-1%	5	-10%
O=c1cc2c(nn1Cc1ccc(Cl)cc1)-c1ccccc1CC2	-10	?	6%	0%	9%	13	-8	7%	-8	1%
O=C(/C=C/c1ccccc1)N1CCN(S(=O)(=O)c2ccc(F)cc2)CC1	-11	-1%	-3%	-1%	16%	2	2	-2%	3	0%
N#Cc1nc(-c2cccs2)oc1NCc1ccccc1	9	?	1%	-3%	-2%	11	4	2%	4	-1%
CCn1c(=O)cc(OCC(=O)N2CCN(c3cccc(C(F)(F)F)c3)CC2)c2ccccc21	-16	-2%	-2%	-1%	20%	4	0	1%	-5	-7%
COc1ccc2oc(C)c(NC(C)=O)c2c1	-5	0%	4%	4%	1%	-9	2	-4%	-11	4%
Cc1ccc2oc(=O)c3cnn(CC(=O)NC4CCC(C)CC4)c3c2c1 (stereo not drawn)	48[activator]	10%	-1%	1%	-10%	-8	-14	-3%	3	-3%
CC(C)[C@@H]1CC[C@@H](C)C[C@H]1OC(=O)C[n+]1cc(-c2ccc(Cl)cc2)n2c1CCCCC2	-4	?	-4%	4%	-1%	-13	0	-2%	-1	5%

Arranged by SMILES length (ascending): part of the list above
mol	Giardia killer	BCR signal inh	AT treatment	GALK inhibitor	MLL CXXC-DNA inh	TSHR antagonist	Coupling enz	Tb PFK inh	KCNH2 WT inh	TCR activator
COc1ccc2oc(C)c(NC(C)=O)c2c1	-5	0%	4%	4%	1%	-9	2	-4%	-11	4%
N#Cc1nc(-c2cccs2)oc1NCc1ccccc1	9	?	1%	-3%	-2%	11	4	2%	4	-1%
O=c1cc2c(nn1Cc1ccc(Cl)cc1)-c1ccccc1CC2	-10	?	6%	0%	9%	13	-8	7%	-8	1%
Cc1ccc2oc(=O)c3cnn(CC(=O)NC4CCC(C)CC4)c3c2c1 (stereo not drawn)	48[activator]	10%	-1%	1%	-10%	-8	-14	-3%	3	-3%
CC(C)(CO)CNC(=O)CCc1nnc(Cc2ccc(-c3ccccc3)cc2)o1	-12	0%	1%	4%	2%	3	1	-1%	5	-10%
O=C(N/C(=C\c1ccc(Br)cc1)C(=O)N1CCOCC1)c1ccccc1Cl	-15	2%	8%	6%	4%	7	-1	-2%	-2	-1%
CCn1c(SCC(=O)N2CCCC(C)C2)nnc1-c1ccc(S(=O)(=O)N2CCN(C)CC2)cc1 (stereo not drawn)	2	2%	.	2%	-8%	23	2	-4%	-13	2%

Assay outcomes deposited in PubChem by National Center for Advancing Translational Sciences (NCATS).
